Lipid storage S3: qHTS Assay for Lipid Storage Modulators in Drosophila S3 Cells; Drosophila S3 cells, BODIPY lipid droplet fluorescence, 18-24 h; cells fed with added oleic acid; Potency in µM for hits, for the others lipid storage change, negative = inhibition, % at the top dose, mostly 46.1 µM; hit rate 0.64% among 320,000; active means well fitted inhibition curve with a large enough effect in the signal ratio, with a control signal flat, not every such curve was filed as active; inconclusive means small, poorly fitted or top-dose-only effect, or effect the other way, or a change in a side signal; the % refers to the signal ratio
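Drosophila S3 cells got compounds at several concentrations plus oleic acid (400 uM solution). Laser-scanning cytometry with 488 nm excitation read lipid droplets at 500-530 nm and cells at 575-640 nm. Percent activity was relative to 20 uM Triacsin C.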
Lipid storage S3 cell count max: recorded beside Lipid storage S3, whose call it bears; cell number change, %; measured here: cell count max response;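 cells counted by Cell Tracker Red CMTPX staining in the red channel; peak over a dose series mostly up to 46.1 µM; percent activity relative to internal control wells on each plate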
Active calls of the source: *; i = inactive; ? = inconclusive; . = not tested or not shown; [ ] = dose if it differs, or a comment. On the % scale 0 is the no-effect control and ±100 the full control effect; potency means the concentration at half of the fitted maximal effect.

The line under a structure holds: Lipid storage S3	Lipid storage S3 cell count max
Cc1ccc(CNC(=O)CCS(=O)(=O)c2ccc3c(c2)oc(=O)n3C)cc1
→ i	9.7
C[C@@H]1CC=C[C@H]2[C@H]1C(=O)N(Cc1ccccc1)[C@H]2c1ccc(-c2ccc(N(C)C)cc2)cc1F
→ ?	.
Fc1cccc(Cl)c1CSC1=NCCS1
→ ?	.
CCOC(=O)c1[nH]c2c(c1-c1ccc(OC)cc1)C(=O)CC(c1ccc(OC)c(OC)c1)C2 (stereo not drawn)
→ ?	.
O=C(Nc1cc(F)cc(F)c1)c1ccc(NCCc2ccccc2)c([N+](=O)[O-])c1
→ ?	.
COc1ccccc1C(=O)Oc1ccc2c(c1)O/C(=C\c1ccncc1)C2=O
→ ?	.
COC(=O)c1ccc2nc(NC(=O)C(C)C)sc2c1
→ -13.3%	-18.8
CCOC(=O)c1nnn(-c2nonc2N)c1-c1ccc(C)cc1
→ ?	.
CC(=O)c1cn(CC(=O)Nc2ccc(C)c(C)c2)c2ccccc12
→ 14.2%	.
COc1cc(OC)c(OC)cc1CNC(=O)c1ccc(S(=O)(=O)N2CCCCC2)cc1
→ ?	.
CCOc1ccc(-c2nc(-c3cccs3)c(CC(=O)O)s2)cc1OC
→ ?	.
CCC(C(=O)Nc1ccc(C)cc1)c1ccccc1 (stereo not drawn)
→ ?	.
CCOC(=O)NC(=O)/C(C#N)=N\Nc1cccc(OC)c1
→ ?	.
CCN(Cc1cc2cc(OC)ccc2[nH]c1=O)C(=O)Cc1ccc(OC)cc1
→ i	.
CN(C)Cc1c(O)ccc2c(=O)c(-c3ccccc3)c(C(F)(F)F)oc12
→ ?	.
CN(CC(=O)Nc1cccc(F)c1)C(=O)c1ccc(COc2ccccc2)cc1
→ i	.
Cc1ccc(CNC(=O)c2nnn(CC(=O)Nc3cc(C)cc(C)c3)c2N)cc1
→ i	-7.9
CCCOC(=O)c1ccc(NS(=O)(=O)c2cccs2)cc1
→ ?	.
CN(C)c1ccc(C(=O)N2CCCC2)cc1
→ ?	.
CCOc1ccc2nc(Cl)c(C3CC(c4ccco4)=NN3S(C)(=O)=O)cc2c1 (stereo not drawn)
→ 9.2%	11.0
O=C1/C(=C\c2ccncc2)CCc2ccccc21
→ ?	.
O=C(CC1SC(N2CCCCC2)=NC1=O)Nc1cccc(C(=O)O)c1 (stereo not drawn)
→ ?	.
O=C(C1CCCO1)N1CCN(C(=S)Nc2ccc(F)cc2)CC1 (stereo not drawn)
→ -0.4%	2.6
COc1cc(-c2noc(CCC(=O)Nc3cccnc3)n2)cc(OC)c1OC
→ 19.0%	-18.2
C=C(C(=O)O)C1CCC2(C)CCCC(C)(O)C2C1 (stereo not drawn)
→ 0.9%	1.8
Cc1[nH]c2ccccc2c1/C=C(\C#N)C(=O)NC1CC1
→ i	.
COc1ccc(C2SCC(=O)N2c2ccc(F)cc2)cc1 (stereo not drawn)
→ ?	.
Clc1ncnc2scc(-c3ccccc3)c12
→ ?	.
C[N+](C)(C)CCOC(N)=O
→ ?	.
Cc1c(CCOC(=O)c2cc([N+](=O)[O-])ccc2Cl)sc[n+]1CCCCS(=O)(=O)[O-]
→ ?	.

Some of the entries so far, with values ahead of the structure:
| Lipid storage S3 | Lipid storage S3 cell count max | SMILES |
| --- | --- | --- |
| -0.4% | 2.6 | O=C(C1CCCO1)N1CCN(C(=S)Nc2ccc(F)cc2)CC1 (stereo not drawn) |
| i | . | Cc1[nH]c2ccccc2c1/C=C(\C#N)C(=O)NC1CC1 |
| 0.9% | 1.8 | C=C(C(=O)O)C1CCC2(C)CCCC(C)(O)C2C1 (stereo not drawn) |
| i | -7.9 | Cc1ccc(CNC(=O)c2nnn(CC(=O)Nc3cc(C)cc(C)c3)c2N)cc1 |
| ? | . | C[N+](C)(C)CCOC(N)=O |

Additional compounds follow:
The line under a structure holds: Lipid storage S3	Lipid storage S3 cell count max
CCc1ccccc1SCc1noc(C(=O)NCC2CCCO2)c1C(=O)O (stereo not drawn)
→ 3.2%	-11.9
O=C(Nc1nn[nH]n1)C12CC3CC(CC(C3)C1)C2
→ -4.5%	-13.2
Cn1c(=O)oc2cc(S(=O)(=O)NCCCN3CCCC3=O)ccc21
→ i[9.22 µM]	.
CN(C)c1ccc(-c2ccncc2)cc1
→ -6.9%	-5.0
CCOC(=O)Cn1nc(-c2ccc(Cl)cc2)cc1N
→ i	.
O=C(CCOc1cccc(Br)c1)NNC(=O)COc1ccc(F)cc1
→ ?	.
CNS(=O)(=O)c1cccc(C(=O)OCc2csc(-c3ccccc3)n2)c1
→ ?	.
CCOC(=O)c1ccc(NC(=O)c2cc(=O)[nH]c3ccccc23)cc1
→ ?	.
COCCSc1ccccc1C(=O)N1CCc2ccccc2C1
→ ?	.
CCCCNC(NCCCC)=C(S(=O)(=O)CC)S(=O)(=O)CC
→ i	15.7
Cc1cc2cc(C=C(C#N)C#N)c(Cl)nc2cc1C
→ -13.2%	-12.2
CCOc1ccc(CCNC(=O)CSc2nn(-c3ccc(C)c(Cl)c3)c(=S)s2)cc1OCC
→ ?	.
CC(C)c1nc(N2CCN(C(=O)c3ccco3)CC2)c2c3c(sc2n1)CCCC3
→ ?	.
CCOc1ccc(CNC(=O)C2Cc3cc(S(=O)(=O)N4CCCC4)ccc3N2C(C)=O)cc1 (stereo not drawn)
→ ?	.
N#CN=C1SCCS1
→ 14.5%	0.5
CC(C)(C)c1cc(Cl)ccc1OCCOCCN1CCCC1
→ ?	.
Clc1cc2cccnc2c2ccccc12
→ -2.4%	-5.7
CS/C(=N\S(=O)(=O)c1ccc(Cl)cc1)c1ccccc1
→ ?	.
O=C(CCc1ccccc1)NC1CCSC1=O (stereo not drawn)
→ ?	.
COc1ccc(CSc2nnc(C)n2N)cc1[N+](=O)[O-]
→ -1.4%	7.6
c1coc(CN(Cc2ccco2)c2ncnc3c2oc2ccccc23)c1
→ -19.4%	-6.3
CN(C(=O)COC(=O)c1ccc([N+](=O)[O-])cc1Cl)C1CCCCC1
→ 5.4%	-1.9
CCOc1ccccc1N(CC(=O)Nc1ccccc1C(=O)NCc1ccco1)S(C)(=O)=O
→ ?	.
Cn1cc(CN2CCCC(C(=O)c3cc(F)ccc3F)C2)c2ccccc21 (stereo not drawn)
→ 12.2%	13.7
CCOc1ccc(CCNC(=O)C(O)c2ccccc2)cc1 (stereo not drawn)
→ -10.7%	-16.7
CCOCCCN(C(=O)Cn1nnc(-c2ccc(OC)c(OC)c2)n1)C(CC)C(=O)NC1CCCC1 (stereo not drawn)
→ ?	.
CCCN(C(=O)c1cccc(S(=O)(=O)N2CCN(C)CC2)c1)c1c(N)n(Cc2ccccc2)c(=O)[nH]c1=O
→ -0.5%	-2.7
Cc1nnc(SCC(=O)NC2CCCCCC2)n1C
→ ?	.
COc1ccc(OC)c(S(=O)(=O)N2Cc3ccccc3CC2C(=O)Nc2nccs2)c1 (stereo not drawn)
→ ?	.
O=C(/C=C/c1ccccc1)Nc1ccc(N2CCCCC2)cc1
→ ?	.
CCc1ccc2[nH]c(=O)c(CN(CCO)C(=O)NCc3ccccc3)cc2c1
→ i	18.7
Cc1ccc(N2CSC3=C(C#N)C(c4cccs4)CC(=O)N3C2)cc1 (stereo not drawn)
→ -0.2%	2.8
COc1cccc(C(C#N)N2CCOCC2)c1 (stereo not drawn)
→ ?	.
Cc1occc1-c1nnc(SCC(=O)NC(C)(C)C)n1CC(C)C
→ -9.5%	13.0
O=C(COC(=O)CCNS(=O)(=O)c1ccc(Cl)cc1)NCc1ccco1
→ ?	.
COc1ccc(Nc2nc(N)nc(CCl)n2)cc1
→ -6.1%	6.5
O=C1CCCN2N=C(SCC(=O)Nc3ccc(Cl)cc3)SC2=N1
→ ?	.
Cc1ccc(S(=O)(=O)NNC(=O)C(=O)NNS(=O)(=O)c2ccc(C)cc2)cc1
→ ?	.
CCN1CCCC1CNC(=O)CCc1nc(-c2ccc(C)cc2)no1 (stereo not drawn)
→ ?	.
O=C1CCC(=O)N1CC(O)COc1ccccc1 (stereo not drawn)
→ -1.8%	-4.7
Cc1ccc(C)c(C(=O)C(C)Sc2nc3nn(-c4ccccc4)c(=O)c-3c3n2CCCCC3)c1 (stereo not drawn)
→ ?	.
Cc1ccc(S(=O)(=O)NCc2ccc(C(=O)N3CCCC3)cc2)cc1
→ ?	.
COc1ccc(NC(=O)CSc2nc(O)cc(=O)n2-c2ccccc2OC)cc1
→ ?	.
CC(C)NCC(O)c1ccc(NS(C)(=O)=O)cc1 (stereo not drawn)
→ 6.4%	.
O=C(COc1ccc2ccccc2c1)Nc1ccncc1
→ ?	.
COc1ccc2c(C(=O)CN3CCN(CCO)CC3)c[nH]c2c1
→ 12.3%	-12.5
Cc1cc(=O)oc2cc(OC(C)C)ccc12
→ ?	.
O=C(CN1c2ccccc2Sc2ccccc21)NNC(=S)Nc1ccc(Cl)cc1
→ 28.4%	-0.6
CCCCNC(=O)OC(C)CNC(=O)OC (stereo not drawn)
→ ?	.
CC(NC(=O)c1cc(S(=O)(=O)N2CCOCC2)ccc1F)c1ccc(-n2ccnc2)cc1 (stereo not drawn)
→ ?	.
O=C(Nc1ccc2c(c1)OCCO2)C1CCCC1
→ ?	.
Cn1c(=O)n(CC(N)=O)c(=O)c2c1nc1n2CCCN1Cc1ccccc1
→ ?	.
O=C(C[n+]1cc(-c2ccc(Cl)cc2)n2c1CCC2)Nc1nc(-c2ccccc2)cs1
→ ?	.
Cc1ccc(OCC(=O)Nc2ccc(CN3CCOCC3)cc2)cc1
→ ?	.
Cc1ccc(C(=O)OCC(=O)Nc2sccc2C(N)=O)cc1NC(=O)c1ccco1
→ ?	.
CC[n+]1c(/C=C(\C)Nc2ccccc2)sc2ccccc21
→ ?	.
C=C(C)c1cccc(C(C)(C)NC(=O)N2CCN(CC)CC2)c1
→ 2.3%	11.9
COc1ccc(CN2C(=O)Cc3c2nc(N)c2c(N)nc(N4CCCCC4)c(C#N)c32)cc1
→ -0.3%	-13.5
CCOc1ccc(CN(C)CC(=O)NNC(=O)c2ccc(Cl)cc2)cc1OC
→ 2.2%	5.8
Cc1ccc(C(=O)N2CCCN(c3nc4cc5c(cc4cc3C#N)OCO5)CC2)cc1
→ ?	.

New compounds follow
The line under a structure holds: Lipid storage S3	Lipid storage S3 cell count max
COc1ccc(C(=O)C2CCCN(S(=O)(=O)N(C)C)C2)c(C)c1 (stereo not drawn)
→ ?	.
CC(C1CC1)N(Cc1ccccc1)C(=S)Nc1ccccc1Cl (stereo not drawn)
→ -2.9%	0.9
Cn1cc([N+](=O)[O-])c(C(=O)NC2CCCCCC2)n1
→ ?	.
O=S(=O)(c1ccc(Br)cc1)N1CCN(c2ccc3nnc(-c4ccccc4)n3n2)CC1
→ -11.2%	1.7
O=C(c1cc(C2CC2)nc2ccccc12)N1N=C(C(F)F)CC1(O)C(F)F (stereo not drawn)
→ ?	.
CCc1ccccc1NS(=O)(=O)c1c(C(=O)N2CCCCCC2)c(C)n(C)c1C
→ ?	.
Cc1ccc(-c2csc(NC(=O)C[n+]3cc(-c4ccccc4)n4c3CCC4)n2)cc1
→ ?	.
CCCC(=O)Nc1ccc(C(=O)NNC(=O)c2ccccc2Br)cc1
→ -11.7%	-14.1
COc1ccc(/C=C(/NC(=O)c2cccc([N+](=O)[O-])c2)C(=O)O)cc1OC
→ ?	.
Cc1ccccc1NS(=O)(=O)c1cc(C(=O)NCc2ccncc2)ccc1Cl
→ ?	.
COc1ccc(C(C(=O)NC2CCCCC2)N(C(=O)c2csnn2)C2CC2)cc1 (stereo not drawn)
→ i	-21.9
Cc1ccc(/C=C/C(=O)O)cc1S(=O)(=O)N1CCCc2ccccc21
→ -0.8%	17.6
COc1cc(OC)cc(C(=O)N2CCN(C(=O)c3ccc(OC)c(OC)c3)CC2)c1
→ 3.0%	14.7
CCN(CC(=O)Nc1ccc([N+](=O)[O-])cc1OC)c1ccccc1
→ 7.1%	4.4
O=C(CN1CCN(CCC(=O)Nc2ccccc2F)CC1)Nc1ccc(F)cc1
→ ?	.
CCc1cc(C(=O)N2CCN(c3ccccn3)CC2)sc1C
→ ?	.
CC(=O)Nc1nnc(CCS(=O)(=O)c2ccc(Cl)cc2)s1
→ ?	.
CCOC(=O)N1CCN(CC(O)COc2ccc(CC)cc2)CC1 (stereo not drawn)
→ 11.8%	28.1
CCOc1ccccc1OCC(=O)NC1CCCCC1
→ ?	.
COc1ccc(-n2cc(-c3ccccc3)c3c(N4CCN(CCO)CC4)ncnc32)cc1
→ ?	.
CCOc1nc(-c2ccccc2)ccc1-c1noc(-c2ccco2)n1
→ 4.9%	-9.8
CSCCC(NC(=O)c1ccccc1)C(=O)N(C)CC(=O)Nc1ccc(N2CCOCC2)cc1 (stereo not drawn)
→ i	-6.5
COc1ccc(C)cc1N(CC(=O)N1CCCC1)S(C)(=O)=O
→ ?	.
Cc1ccc(S(=O)(=O)NC(=O)Nc2cc(C)no2)cc1
→ ?	.
C=CCSc1n[nH]c(-c2ccc(OCCC)cc2)n1
→ i	.
CC(C)CN(C(=O)CN1CCc2ccccc21)c1c(N)n(CC(C)C)c(=O)[nH]c1=O
→ ?	.
O=C(N/N=C/c1c(F)c(F)c(F)c(F)c1F)c1cccc(S(=O)(=O)N2CCOCC2)c1
→ 22.0%	-0.8
C=CCOc1ccc(/C=N/NC(=O)CN(c2cc(Cl)ccc2OC)S(=O)(=O)c2ccc(C)c([N+](=O)[O-])c2)cc1
→ ?	.
CCOc1ccc(S(=O)(=O)N2CCCC(C(=O)N3CCOCC3)C2)cc1Cl (stereo not drawn)
→ i	16.4
COc1ccc(Nc2n[nH]c(N)c2C(N)=O)cc1
→ 2.5%	1.2
Clc1cccc(CN2CCCCCC2)c1Cl
→ i	18.2

Screening results as filed in PubChem.

The list is partial; the hit share may differ from the screen's.
